HRas wt GTP = human HRas wildtype GTP binding, change in either direction; AID 759; GTP binding activity, % at 10 µM; GST-Ras wt beads, Bodipy-FL-GTP binding, flow cytometry; actives lie on both sides; actives 0.14% (n = 190,000); P01112;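 active means GTP binding activity at least 20% away from the 100% baseline, either lowered as inhibitor or raised as activator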;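 further: 0% = unlabeled GTP competition control and 100% = no-compound control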
Target sequence (P01112 whole entry, looked up): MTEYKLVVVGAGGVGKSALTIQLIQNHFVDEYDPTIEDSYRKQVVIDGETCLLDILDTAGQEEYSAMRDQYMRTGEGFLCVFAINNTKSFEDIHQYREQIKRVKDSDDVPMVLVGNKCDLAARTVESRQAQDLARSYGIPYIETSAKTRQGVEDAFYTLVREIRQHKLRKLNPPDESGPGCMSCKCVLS
Rab7 wt modul = modulators of GTP binding to dog Rab7 wildtype GTPase. GST-Rab7 beads, fluorescent GTP binding, flow cytometry; actives lie on both sides; untreated = 100%, excess cold GTP = 0%. GTP binding activity (percent of control), % at 10 µM. actives 0.055% (n = 190,000);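 active means fluorescent GTP binding to Rab7 beads changed by at least 20 points from the 100% baseline, either direction, mostly lower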;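 further: median green fluorescence of bound Bodipy-FL-GTP per Rab7 bead population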
Bim-Bcl-W = inhibitors of Bim-Bcl-W interaction, human | Q92843 | bead-based flow cytometry, Bim peptide-Bcl-W binding | inhibition, % at 10 µM | actives 0.02% (n = 190,000) | AID 952;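 further: 0% = bound tracer without compound and 100% = peptide blocker; higher means less fluorescent Bim peptide bound to Bcl-W beads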
Target sequence (Q92843 whole entry, looked up): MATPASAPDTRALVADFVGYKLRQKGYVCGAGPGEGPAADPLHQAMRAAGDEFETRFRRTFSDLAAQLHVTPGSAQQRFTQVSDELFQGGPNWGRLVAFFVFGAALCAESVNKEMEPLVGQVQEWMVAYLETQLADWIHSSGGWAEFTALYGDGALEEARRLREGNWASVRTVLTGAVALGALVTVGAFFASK
Rab2 wt GTP = changes GTP binding to wildtype dog Rab2A, up or down. actives 0.19% (n = 190,000). GST-Rab2 wt beads, Bodipy-GTP binding, flow cytometry. P61105. AID 760. GTP binding activity, % at 10 µM;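 active means GTP binding activity at least 20 points away from 100%, either lowered or raised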;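 further: 0% = beads with excess unlabeled GTP and 100% = no-compound control corrected for plate trend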
Cdc42 wt = modulators (inhibitors or activators) of GTP binding to human Cdc42 wildtype; P60953; GST-Cdc42 beads, Bodipy-GTP binding, flow cytometry; actives lie on both sides; percent activity (GTP binding), % at 10 µM; actives 0.2% (n = 190,000);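 active means percent activity GTP binding at least 20 points away from the 100% baseline, either down as inhibitor or up as activator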;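 further: median bead fluorescence of bound Bodipy-FL-GTP at 100 nM; 0% = excess unlabeled GTP control and 100% = no compound control; below 100% means less GTP binding so inhibitor and above means activator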
Target sequence (P60953 whole entry, looked up): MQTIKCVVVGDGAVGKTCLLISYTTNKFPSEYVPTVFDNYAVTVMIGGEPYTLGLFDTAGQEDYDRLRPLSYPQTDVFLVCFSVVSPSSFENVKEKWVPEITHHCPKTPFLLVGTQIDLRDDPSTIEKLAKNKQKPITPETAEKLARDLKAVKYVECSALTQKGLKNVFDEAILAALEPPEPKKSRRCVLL
Rac1 mut GTP = modulators of GTP binding to human Rac1 activated mutant. AID 764. percent activity (GTP binding), % at 10 µM. actives 0.11% (n = 190,000). P63000. GST-Rac1 activated beads, fluorescent GTP binding, flow cytometry; actives lie on both sides; 100% means binding = to untreated wells;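 active means GTP binding at least 20 percentage points away from the 100% baseline, in either direction, so actives lie on both sides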
Bim-Bcl-B = disrupts Bim peptide binding to human Bcl-B; Q9HD36; bead-based flow cytometry; inhibition, % at 10 µM; actives 0.073% (n = 190,000); AID 951;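 further: 0% = tracer peptide without compound and 100% = reference inhibitor peptide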
Bim-Bcl-2 = inhibitors of Bim-Bcl-2 interaction, human; P10415; Bead-based flow cytometry, Bim peptide-Bcl-2 binding; inhibition, % at 10 µM; actives 0.06% (n = 190,000); AID 950; in the data active means inhibition above about 40%;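 further: 0% = no compound wells with probe peptide and 100% = reference peptide inhibitor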
Target sequence (P10415 whole entry, looked up): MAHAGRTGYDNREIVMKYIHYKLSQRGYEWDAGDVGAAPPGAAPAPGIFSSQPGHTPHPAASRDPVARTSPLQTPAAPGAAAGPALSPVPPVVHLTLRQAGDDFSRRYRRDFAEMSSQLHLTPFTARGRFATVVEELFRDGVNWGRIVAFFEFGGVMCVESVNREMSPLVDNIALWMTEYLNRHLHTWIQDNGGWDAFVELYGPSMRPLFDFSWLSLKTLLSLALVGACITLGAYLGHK
Rac1 wt GTP bind = modulators of human Rac1 wildtype GTP binding | GTP binding activity (% of control), % at 10 µM | GST-Rac1 beads, fluorescent GTP binding, flow cytometry; actives lie on both sides; 0 = cold GTP competed, 100 = untreated | actives 0.27% (n = 190,000);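 active means GTP binding activity at least 20 points away from the 100% control level, either lower or higher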
Bim-Bcl-XL = human Bim-Bcl-XL interaction inhibition | Q07817 | Bim peptide-Bcl-XL binding, bead flow cytometry, fluorescence | inhibition, % at 10 µM | actives 0.04% (n = 190,000) | AID 1007
Bim-Bfl-1 = human Bim-Bfl-1 interaction inhibition; inhibition, % at 10 µM; actives 0.12% (n = 190,000); Bead-based flow cytometry, Bim-Bfl-1 binding inhibition; Q16548;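 further: 0% = wells without compound plus tracer and 100% = blocker peptide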
Active calls of the source: *. Unless noted, no stated cut-off is given here; in the data, active means inhibition above about 40%.

#	molecule	HRas wt GTP	Rab7 wt modul	Bim-Bcl-W	Rab2 wt GTP	Cdc42 wt	Rac1 mut GTP	Bim-Bcl-B	Bim-Bcl-2	Rac1 wt GTP bind	Bim-Bcl-XL	Bim-Bfl-1
1	Cn1nc([N+](=O)[O-])c(C(C#N)c2nc3ccccc3n2C)c(Cl)c1=O (stereo not given)	90	92	4	90	91	93	7	0	88	5	-8
2	COc1ccc(C(=O)COC(=O)c2ccc(NC(C)=O)cc2)cc1[N+](=O)[O-]	95	94	-2	93	96	93	-6	-8	93	-5	-9
3	COc1ccc(N2CCN(c3nc(Cl)nc(N4CCOCC4)n3)CC2)cc1	100	100	-2	101	102	98	-6	-6	103	-3	0
4	Cc1cc(C(=O)OCC(=O)NCc2ccco2)c(C)o1	98	105	0	98	100	96	-4	-2	95	-2	-5
5	COc1ccc(-c2c(C(F)(F)F)oc3cc(OCC(=O)Nc4ccccc4C(F)(F)F)ccc3c2=O)cc1OC	99	96	-6	101	97	98	-7	-5	100	-6	-4
6	C=CCn1c(O)c(C=Nc2ccccc2)sc1=S	96	96	-1	96	97	96	-6	-4	97	-2	-3
7	Cc1cccc(C)c1NC(=S)NCCc1ccccn1	100	95	-2	95	99	101	-5	-5	101	-6	-1
8	CCOC(=O)C1CCCN(S(=O)(=O)c2cccc3cccnc23)C1 (stereo not given)	102	101	-2	102	104	100	-9	-5	106	-7	-2
9	COc1cccc(C(=O)N/N=C/c2ccc(OC3CSC3)cc2)c1	100	98	0	99	102	97	-1	-5	99	-5	-5
10	Cc1ccc(NC(=O)CN(C)C(=O)CSc2n[nH]c(N)n2)cc1	98	99	-5	98	98	94	-7	-3	96	-3	-2
11	COc1cc(C(=O)N(Cc2ccccn2)CC2CCCO2)cc(OC)c1OC (stereo not given)	103	102	4	101	104	101	-5	-3	106	-3	-11
12	O=C(Nc1c(C(=O)N2CCCC2)cnn1-c1ccccc1)c1cccc(F)c1	101	99	-1	99	103	99	-2	0	105	-2	0
13	CNC(=S)NC1CC2CCC(C1)N2Cc1ccccc1 (stereo not given)	100	95	-1	99	100	98	0	-2	100	-2	-1
14	Cc1nc(NC(=O)CCC(=O)O)sc1C(=O)N(C)C	97	95	-2	99	96	99	-10	-13	99	-13	-20
15	CN(C)S(=O)(=O)c1ccc2c(c1)c(=O)c(C(=O)N1CCN(c3ccccn3)CC1)cn2C	103	102	0	103	105	102	-1	-3	109	-3	-8
16	Clc1ccc(CNc2nc(CN3CCOCC3)nc3scc(-c4ccccc4)c23)cc1	101	100	-7	102	98	103	-11	-8	106	-7	-3
17	CCn1c(CCNC(=O)c2cccs2)nnc1SCC(=O)Nc1cccc(Cl)c1	95	98	-5	98	96	94	-5	-10	96	-8	-4
18	Cc1cc(C)c(C(=O)Nc2cccc(F)c2)c(Cl)n1	98	97	1	97	97	97	-3	-2	98	-1	-3
19	COC(=O)c1ccccc1NC(=O)CSCC(=O)Nc1ccccc1	102	98	1	101	102	97	-1	0	102	-3	-3
20	COCCn1c(CN2CCN(c3cccc(Cl)c3)CC2)nc2c1c(=O)n(C)c(=O)n2C	101	99	0	99	102	101	-9	-6	109	-4	-12
21	CCOC(=O)c1c(NC(=O)CSc2nnnn2-c2ccccc2)sc2c1CCC(C)C2 (stereo not given)	98	97	3	95	99	96	-4	-1	98	0	-10
22	O=C(/C=C/c1ccccc1F)c1ccoc1	106	100	-2	106	105	102	-4	0	104	-1	-1
23	COc1ccc(S(=O)(=O)Cc2ccc(C(=O)NCc3ccc(F)cc3)o2)cc1	92	90	4	94	92	97	6	0	93	2	-2
24	CCCc1cc(=O)[nH]c(SCC(=O)Nc2ccc(C)cc2)n1	94	95	-3	96	94	94	-1	-1	95	-2	-5

Whole records, quoted from the list. Screens in order: HRas wt GTP | Rab7 wt modul | Bim-Bcl-W | Rab2 wt GTP | Cdc42 wt | Rac1 mut GTP | Bim-Bcl-B | Bim-Bcl-2 | Rac1 wt GTP bind | Bim-Bcl-XL | Bim-Bfl-1
`Cc1nc(NC(=O)CCC(=O)O)sc1C(=O)N(C)C` in the list: 97 | 95 | -2 | 99 | 96 | 99 | -10 | -13 | 99 | -13 | -20
`Cc1cc(C)c(C(=O)Nc2cccc(F)c2)c(Cl)n1` in the list: 98 | 97 | 1 | 97 | 97 | 97 | -3 | -2 | 98 | -1 | -3
`CCOC(=O)c1c(NC(=O)CSc2nnnn2-c2ccccc2)sc2c1CCC(C)C2` (stereo not given) in the list: 98 | 97 | 3 | 95 | 99 | 96 | -4 | -1 | 98 | 0 | -10

The results go on:
#	molecule	HRas wt GTP	Rab7 wt modul	Bim-Bcl-W	Rab2 wt GTP	Cdc42 wt	Rac1 mut GTP	Bim-Bcl-B	Bim-Bcl-2	Rac1 wt GTP bind	Bim-Bcl-XL	Bim-Bfl-1
25	COC(=O)c1[nH]c2ccc(Br)cc2c1NC(=O)CN1CCCc2ccccc21	98	97	1	96	96	95	2	0	97	0	-1
26	COc1ccc(NC(=O)C(c2ccc(OC)cc2)N(C)C(=O)c2cnccn2)cc1 (stereo not given)	100	100	1	103	103	101	-6	-6	103	2	-12
27	O=S(=O)(NCc1cc(-c2ccccc2Cl)no1)c1ccc(Cl)cc1	102	100	4	100	101	98	-5	-7	108	-13	-7
28	CC(C)(C)C1CCc2nc(NC(=O)Cc3cn4ccsc4n3)sc2C1 (stereo not given)	102	99	2	100	101	98	-10	-9	103	0	-11
29	O=C(O)CCCCC1SCC2NC(=O)NC21 (stereo not given)	98	98	1	98	100	98	-4	-5	100	-1	-4
30	CC(C)(C)NC(=O)C(c1ccncc1)N(C(=O)Cn1nnc(-c2ccc(F)cc2)n1)c1ccccc1 (stereo not given)	94	94	-3	96	96	94	-4	-4	101	0	-6
31	CCOC(=O)C(=O)N1CCN(CC)CC1	98	99	-4	98	99	100	-8	-6	101	-6	-4
32	CNC(=S)N/N=C/c1cn(Cc2ccc(C)cc2)c2ccccc12	91	92	-4	89	88	91	-6	-3	90	-5	-4
33	Cn1cc(C=O)c2cc(F)ccc21	92	90	-3	93	91	93	-5	-4	94	-3	-5
34	Cc1ccc(Sc2ccc(C(=O)N(C)C)cc2[N+](=O)[O-])cc1	96	111	1	104	97	98	-2	-2	99	-3	-2
35	CSc1ccccc1NC(=O)COC(=O)c1ccc(O)cc1	102	101	-2	100	94	94	-2	-4	101	-1	-2
36	Cc1ccc2cc3c(NC(=O)c4cccnc4)nn(C)c3nc2c1	95	94	2	92	92	94	-2	-6	92	0	-10
37	O=C(CSc1ncc(C(=O)O)n1-c1ccc(F)cc1)NCc1ccc2c(c1)OCO2	97	99	0	98	95	98	-9	-2	100	-2	-3
38	C=C(C)c1ccc(C(C)(C)NC(=O)N2CCN(C)CC2)cc1	99	97	0	101	98	99	0	-2	100	0	-1
39	O=C(NCc1ccccn1)c1cn(Cc2ccccc2)nn1	105	106	0	104	105	97	-1	-2	105	0	-2
40	COC(=O)CN1C(c2ccc(Cl)cc2)=Nc2ccc(Cl)cc2C1c1ccccc1 (stereo not given)	98	99	-4	96	98	98	-7	-9	101	-6	-4
41	CCCc1cc(=O)[nH]c(SCC(=O)c2ccc(S(=O)(=O)N3CCCC3)cc2)n1	99	98	0	98	101	97	-10	-10	102	-3	-10
42	Nc1nnc(SCC(=O)N2CCN(c3ccccc3)CC2)s1	104	107	2	105	106	103	-8	-5	110	-3	-9
43	CCc1ccc(NC(=O)N(Cc2cccnc2)Cc2ccco2)cc1	101	98	-6	100	104	101	-5	-4	104	-8	-7
44	O=C(Nc1ccc(N2CCOCC2)cc1)c1cc(F)c(F)cc1Cl	105	102	-1	104	103	104	0	0	104	-1	0
45	CN(Cc1cccnc1)C(=O)CC1C(=O)NCCN1CC(c1ccccc1)c1ccccc1 (stereo not given)	95	99	-2	96	94	95	1	0	93	-3	1
46	Fc1ccc(-c2csc(NC3=NCCC3)n2)cc1	99	104	-1	96	93	95	-2	0	98	-2	-5
47	Cc1ccc(-c2ccc(CCC(=O)O)o2)cc1	94	94	1	92	91	92	1	0	91	1	3
48	O=C(c1cccs1)N(CCO)Cc1cc2cc3c(cc2[nH]c1=O)OCCO3	97	96	-3	99	96	97	3	3	103	-5	-2

Two entries picked at random from the list so far:
#	molecule	HRas wt GTP	Rab7 wt modul	Bim-Bcl-W	Rab2 wt GTP	Cdc42 wt	Rac1 mut GTP	Bim-Bcl-B	Bim-Bcl-2	Rac1 wt GTP bind	Bim-Bcl-XL	Bim-Bfl-1
43	CCc1ccc(NC(=O)N(Cc2cccnc2)Cc2ccco2)cc1	101	98	-6	100	104	101	-5	-4	104	-8	-7
37	O=C(CSc1ncc(C(=O)O)n1-c1ccc(F)cc1)NCc1ccc2c(c1)OCO2	97	99	0	98	95	98	-9	-2	100	-2	-3

Next section
#	molecule	HRas wt GTP	Rab7 wt modul	Bim-Bcl-W	Rab2 wt GTP	Cdc42 wt	Rac1 mut GTP	Bim-Bcl-B	Bim-Bcl-2	Rac1 wt GTP bind	Bim-Bcl-XL	Bim-Bfl-1
49	O=c1c2ccccc2nc2n1CCCCN2	102	101	-2	101	101	100	-3	0	102	0	0
50	Cc1[nH]c2ccccc2c1/C=N/NS(=O)(=O)c1ccccc1	95	95	0	96	99	96	-9	0	102	-1	-3
51	Cc1cc(NC(=O)CCC(=O)N(c2ccc(F)cc2)C(C(=O)NC2CCCC2)c2ccncc2)no1 (stereo not given)	102	104	0	101	103	99	0	0	108	-1	-7
52	CCC(=O)N1CCc2cc(S(=O)(=O)NCCCN3CCN(Cc4ccccc4)CC3)ccc21	104	103	1	102	105	101	0	0	103	0	-1
53	CC12CCCCC1N(O)C(=O)C(=O)N2O (stereo not given)	99	102	-4	99	100	98	-2	-4	101	-4	-2
54	CC1CCCN(C(=O)CN2C(=O)c3ccccc3C2=O)C1 (stereo not given)	100	99	0	98	100	97	-8	-9	102	-4	-19
